Screening results: PubChem BioAssay, several laboratories
H9c2 protect: myocardial damage modulation in H9c2 cells | hit rate 0.63% among 360,000 | protection from H2O2 cell death, % at 20 µM | H9c2 cardiomyocytes, H2O2 injury protection, ATPLite, 2 h;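 active = compounds giving at least 50% protection of heart cells from peroxide-induced death in the single-dose screen, raw or plate-pattern-corrected value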;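 also: 0% = DMSO wells with peroxide and 100% = DMSO wells without peroxide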
MC4R ag barr: activates human MC4R beta-arrestin recruitment. activation, % at 8.9 µM. U2OS MC4R beta-arrestin complementation, luminescence; percent of melanotan II response, DMSO zero. hit rate 0.98% among 360,000. AID 540308. P32245;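 active = activation above a per-plate cutoff, the mean activation of sample wells on that plate plus 3 SD, cut at about 8% in these data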
Target sequence (P32245 whole entry, looked up): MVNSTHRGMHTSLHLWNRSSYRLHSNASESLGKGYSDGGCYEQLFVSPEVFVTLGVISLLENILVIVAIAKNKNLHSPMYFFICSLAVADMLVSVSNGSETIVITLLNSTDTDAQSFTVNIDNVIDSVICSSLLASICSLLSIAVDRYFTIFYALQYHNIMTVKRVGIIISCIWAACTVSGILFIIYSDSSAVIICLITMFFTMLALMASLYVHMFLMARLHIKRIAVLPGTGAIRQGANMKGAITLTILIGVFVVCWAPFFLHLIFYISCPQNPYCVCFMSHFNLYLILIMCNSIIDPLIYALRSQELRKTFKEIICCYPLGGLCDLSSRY
CaV13 ICDI inh: Disruptors of the CACNA1D IQ motif to Ca2+-dependent inactivation inhibitor domain association, primary screening, Förster resonance energy transfer in intact living … | inhibition, % at 12.3 µM | hit rate 0.098% among 340,000 | HEK cells, CFP/YFP FRET ICDI-IQ, plate reader, 10 min; percent FRET-ratio fall versus neutral wells;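 active = mean replicate inhibition of at least 30% and at least 1% of replicates passing that level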;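 also: 0% = median of the neutral control wells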
PDI inh: PDI (human) enzyme inhibition | P07237 | PDI insulin aggregation turbidity, A650, 90 min | inhibition, % at 10 µM | hit rate 0.052% among 350,000;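 active = mean inhibition across replicates of 30% or more, whatever share of single replicates reach that level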;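 also: absorbance from insulin aggregation driven by PDI reduction with DTT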
ABCB6 inh MLPCN: blocks the human ABCB6 transporter; K562-ABCB6 porphyrin accumulation, flow cytometry, 1 h; active compounds read low; fluorescence ratio to DMSO, % at 10 µM; hit rate 0.19% among 360,000;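 active = fluorescence ratio to DMSO below 75%, the collection mean minus 3 SD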;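 also: signal is porphyrin accumulated inside mitochondria; 100% equals median channel fluorescence of DMSO control wells; lower ratio means ABCB6 inhibition with less porphyrin fluorescence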
aDG glyco up: alpha-DG glycosylation activation; hit rate 0.22% among 360,000; Pro5-aDG cells, alpha-DG glycosylation AlphaScreen (IIH6); 0% Pro5, 100% B10-LARGE cell signal; activation, % at 10 µM; AID 624168;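 active = activation of at least 8% versus controls, or a plate z-score of at least 8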;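 also: Pro5 are CHO cells carrying HIG-tagged alpha-DG that lacks glycosylation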
MC4R antagonist: blocks human MC4R cAMP signaling; AID 540295; inhibition, % at 6.5 µM; P32245; hit rate 0.48% among 360,000; MC4R-expressing cells, MTII-stimulated cAMP, LANCE TR-FRET;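 active = inhibition above its plate's cutoff, the mean of tested wells on that plate plus 3 SD, cut at about 29% in these data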;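 also: 0% = Melanotan II alone and 100% = Melanotan II plus saturating MCL0020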
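Test system: U2OS cells stably expressing human melanocortin 4 receptor (MC4R); also added: Melanotan II challenge; compound: 6.5 µM single dose; timing: 30-min compound preincubation, 1-h Melanotan II challenge, 1-h detection, room temperature; signal: Eu-cAMP/anti-cAMP TR-FRET, emission 671 nm; repeats: one well per compound, no replicates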
Vif inh: blocks HIV Vif function; HEK293T cells, Vif self-association by quenched fluorescence, imaging, 24 h; inhibition, % at 7.49 µM; hit rate 0.35% among 340,000; AID 602346; in the data active = inhibition above about 50%, passing the limit was not always enough; also: some results filed as inactive read as strong as hits
N-glyco inh: blocks N-linked glycosylation in D54 reporter cells | hit rate 0.23% among 360,000 | reporter increase, % at 12.5 µM | D54 ERlucT glycosylation luciferase reporter, 24 h; percent of 100 nM tunicamycin response;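 active = mean luciferase reporter signal, scaled so untreated is 0 and the glycosylation-blocking control 100, at or above a set limit in every replicate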;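 also: luciferase carries N-glycosylation sites so blocking glycosylation raises the light; 0% = median of neutral control wells and 100% = median of 100 nM tunicamycin wells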
HTR2A ag: mouse HTR2A agonism via beta-arrestin recruitment; hit rate 0.66% among 360,000; P35363; activation, % at 7.6 µM; CHO-K1 mHTR2A beta-arrestin complementation, luminescence; percent of 30 µM serotonin response;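 active = activation above a run cutoff, the mean activation of all tested compounds plus 3 SD, cut at about 14% in these data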;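 also: 0% = plate median of compound wells and 100% = 30 µM serotonin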
Target sequence (P35363 whole entry, looked up): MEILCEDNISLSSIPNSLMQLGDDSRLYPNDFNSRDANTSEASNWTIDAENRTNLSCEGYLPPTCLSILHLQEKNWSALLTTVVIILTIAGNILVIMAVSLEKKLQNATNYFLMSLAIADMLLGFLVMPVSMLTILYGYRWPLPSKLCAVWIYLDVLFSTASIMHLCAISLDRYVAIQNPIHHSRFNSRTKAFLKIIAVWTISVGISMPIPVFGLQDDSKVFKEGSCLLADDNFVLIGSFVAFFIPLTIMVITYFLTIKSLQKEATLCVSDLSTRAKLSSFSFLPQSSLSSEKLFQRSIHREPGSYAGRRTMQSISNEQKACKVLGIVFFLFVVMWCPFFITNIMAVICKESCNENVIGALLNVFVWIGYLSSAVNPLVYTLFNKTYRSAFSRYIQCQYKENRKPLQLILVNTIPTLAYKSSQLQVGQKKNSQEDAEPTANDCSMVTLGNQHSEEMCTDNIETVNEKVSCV
Starred values were filed as active, the others as inactive; . = not tested or not shown.

SMILES	H9c2 protect	MC4R ag barr	CaV13 ICDI inh	PDI inh	ABCB6 inh MLPCN	aDG glyco up	MC4R antagonist	Vif inh	N-glyco inh	HTR2A ag
O=C(Nc1nc(-c2ccc(-c3ccccc3)cc2)cs1)C1=COCCO1	-16	2.6	-5	14	94	-0.3	-8	-3	-2	1
Cc1cccc(C(=O)OCC(=O)c2c(N)n(CC(C)C)c(=O)n(C)c2=O)c1O	-6	4.5	-7	-2	101	1.8	6	-6	-3	-1
CN(CC(=O)Nc1ccc(N2CCOCC2)cc1)Cc1cc(=O)n2ccsc2n1	6	-0.8	-2	-3	104	-0.2	-23	16	0	1
Cc1ccc(NS(=O)(=O)c2cc3c4c(cccc4c2)C(=O)NC3=O)cc1	21	3.6	-2	3	104	-0.3	2	8	3	-3
Oc1[nH]c2ccccc2c1N=Nc1nc2ccccc2s1	2	-2.0	-6	0	99	0.4	-1	6	-13	3
O=C(O)CC1(CC(=O)Nc2ccc(F)c(Cl)c2)CCCCC1	-4	0.6	0	0	103	0.7	4	-4	0	8
COc1ccc(/C=N/NC(=O)CCn2nnc3ccccc32)cc1	1	-0.3	-20	-6	98	0.1	0	-8	1	-4
COC(=O)CCC(C)N1CCC(Oc2ccc(C(=O)N3CCCC3)cc2)CC1 (stereo not drawn)	-1	-5.6	-5	7	100	-0.2	2	4	0	0
CN(C)c1cccc(NC(=O)c2ccco2)c1	2	-2.5	-4	-6	109	0.1	1	-1	0	0
O=C(Oc1ccc2ccccc2c1)c1ccccc1	-9	1.0	.	-5	95	0.2	5	.	1	1
N#CCCN(C(=O)Cn1nc(C(=O)O)c2ccccc2c1=O)c1ccccc1	36	-1.6	-4	2	100	0.1	-2	7	4	7
O=C(NCc1ccccn1)C(=O)NCc1ccccn1	2	0.8	-2	-4	103	-0.4	13	8	0	1
COc1ccc(C2(CNC(=O)c3cccc([N+](=O)[O-])c3)CCOCC2)cc1	0	-1.1	-3	13	98	-0.2	-2	-3	2	4
COC(=O)c1ccccc1SC1CC(=O)N(c2cccc(C)c2)C1=O (stereo not drawn)	3	-2.7	-6	-4	105	0.2	7	-2	-1	0
O=C(NNS(=O)(=O)c1ccc(Br)cc1)c1csnn1	3	4.2	-5	11	92	0.4	6	2	1	2
COc1ccc(CCNC(=O)c2cc(-c3cc(C)ccc3O)n[nH]2)cc1OC	17	0.8	.	2	103	-0.2	19	28	3	3
Cc1c(C(=O)Nc2ccc(Cl)cc2)c2ccccn2c1C(=O)c1ccc(F)cc1	-3	-1.1	-5	-1	96	0.6	1	13	-6	4
O=C(NN1CCOCC1)c1ccc(Cl)c([N+](=O)[O-])c1	-3	-1.9	-2	-3	99	0.5	0	.	0	3
COc1ccc(/C=C2\SC(=S)N(CCCCCC(=O)Nc3cc(C)on3)C2=O)cc1OC	4	-2.1	-3	-6	87	0.0	3	8	0	-2
CCN(CC)CCn1c(=N)n(CC(=O)c2ccc(Br)s2)c2ccccc21	-4	-2.5	-19	9	100	1.1	3	-4	-2	-9
CCO[C@@H]1OC(C(=O)Nc2ccccc2)=C[C@H](c2ccc(C(F)(F)F)cc2)[C@H]1CCCO	-2	0.9	-5	2	96	0.9	9	1	-3	1
O=C1C2C(C(=O)N1Cc1ccco1)C1C=CC2C12CC2 (stereo not drawn)	-6	-2.3	-4	-2	98	-0.3	1	-2	1	0
CNC(=O)Nc1cccc(-c2cc(-c3c(Cl)cccc3Cl)no2)c1	4	-0.2	-4	-2	103	2.2	2	-8	-2	1
N#Cc1ccc(CSC2=NCCN2)cc1	-4	3.4	2	0	94	0.5	-1	-1	1	2

18 successive compounds out of the list so far, for reference:
SMILES	H9c2 protect	MC4R ag barr	CaV13 ICDI inh	PDI inh	ABCB6 inh MLPCN	aDG glyco up	MC4R antagonist	Vif inh	N-glyco inh	HTR2A ag
COc1ccc(/C=N/NC(=O)CCn2nnc3ccccc32)cc1	1	-0.3	-20	-6	98	0.1	0	-8	1	-4
COC(=O)CCC(C)N1CCC(Oc2ccc(C(=O)N3CCCC3)cc2)CC1 (stereo not drawn)	-1	-5.6	-5	7	100	-0.2	2	4	0	0
CN(C)c1cccc(NC(=O)c2ccco2)c1	2	-2.5	-4	-6	109	0.1	1	-1	0	0
O=C(Oc1ccc2ccccc2c1)c1ccccc1	-9	1.0	.	-5	95	0.2	5	.	1	1
N#CCCN(C(=O)Cn1nc(C(=O)O)c2ccccc2c1=O)c1ccccc1	36	-1.6	-4	2	100	0.1	-2	7	4	7
O=C(NCc1ccccn1)C(=O)NCc1ccccn1	2	0.8	-2	-4	103	-0.4	13	8	0	1
COc1ccc(C2(CNC(=O)c3cccc([N+](=O)[O-])c3)CCOCC2)cc1	0	-1.1	-3	13	98	-0.2	-2	-3	2	4
COC(=O)c1ccccc1SC1CC(=O)N(c2cccc(C)c2)C1=O (stereo not drawn)	3	-2.7	-6	-4	105	0.2	7	-2	-1	0
O=C(NNS(=O)(=O)c1ccc(Br)cc1)c1csnn1	3	4.2	-5	11	92	0.4	6	2	1	2
COc1ccc(CCNC(=O)c2cc(-c3cc(C)ccc3O)n[nH]2)cc1OC	17	0.8	.	2	103	-0.2	19	28	3	3
Cc1c(C(=O)Nc2ccc(Cl)cc2)c2ccccn2c1C(=O)c1ccc(F)cc1	-3	-1.1	-5	-1	96	0.6	1	13	-6	4
O=C(NN1CCOCC1)c1ccc(Cl)c([N+](=O)[O-])c1	-3	-1.9	-2	-3	99	0.5	0	.	0	3
COc1ccc(/C=C2\SC(=S)N(CCCCCC(=O)Nc3cc(C)on3)C2=O)cc1OC	4	-2.1	-3	-6	87	0.0	3	8	0	-2
CCN(CC)CCn1c(=N)n(CC(=O)c2ccc(Br)s2)c2ccccc21	-4	-2.5	-19	9	100	1.1	3	-4	-2	-9
CCO[C@@H]1OC(C(=O)Nc2ccccc2)=C[C@H](c2ccc(C(F)(F)F)cc2)[C@H]1CCCO	-2	0.9	-5	2	96	0.9	9	1	-3	1
O=C1C2C(C(=O)N1Cc1ccco1)C1C=CC2C12CC2 (stereo not drawn)	-6	-2.3	-4	-2	98	-0.3	1	-2	1	0
CNC(=O)Nc1cccc(-c2cc(-c3c(Cl)cccc3Cl)no2)c1	4	-0.2	-4	-2	103	2.2	2	-8	-2	1
N#Cc1ccc(CSC2=NCCN2)cc1	-4	3.4	2	0	94	0.5	-1	-1	1	2

Single records, as listed above. Values in the order: H9c2 protect	MC4R ag barr	CaV13 ICDI inh	PDI inh	ABCB6 inh MLPCN	aDG glyco up	MC4R antagonist	Vif inh	N-glyco inh	HTR2A ag
Cc1c(C(=O)Nc2ccc(Cl)cc2)c2ccccn2c1C(=O)c1ccc(F)cc1 reads -3	-1.1	-5	-1	96	0.6	1	13	-6	4
N#Cc1ccc(CSC2=NCCN2)cc1 reads -4	3.4	2	0	94	0.5	-1	-1	1	2

Next section
SMILES	H9c2 protect	MC4R ag barr	CaV13 ICDI inh	PDI inh	ABCB6 inh MLPCN	aDG glyco up	MC4R antagonist	Vif inh	N-glyco inh	HTR2A ag
C=CCNC(=O)/C=C/c1ccc(C(C)C)cc1	-13	1.5	-3	-20	103	0.2	0	1	-1	-2
O=C(OCC(=O)N1CCc2ccccc2C1)c1ccc(O)cc1	-2	-4.0	-2	-1	98	0.0	3	6	0	-6
Cc1cccc(OCCNC(=O)c2ccc(Cl)c(S(=O)(=O)NCc3cccnc3)c2)c1	-6	-0.4	-6	4	108	-0.1	-8	-2	5	-1
NC(=O)c1ncn([C@@H]2O[C@H](CO)[C@@H](O)[C@H]2O)n1	-13	-0.4	-5	-8	95	0.1	3	7	-4	4
CCOC(=O)c1cnc2ccc(OC)cc2c1NCCc1ccc(OC)c(OC)c1	-11	1.1	-4	5	90	0.5	20	12	1	-1
CCOC(=O)c1ccc(-c2ccc(N3C(c4cccc(OC)c4)=Cc4ccc(F)cc4C3CC(C)=O)cc2)cc1F (stereo not drawn)	.	.	-8	.	100	0.4	.	.	.	0
Cc1ccc(Cl)c(OCC(=O)Nc2ccc3c(c2)OCCO3)c1	-6	9.0*	-9	-5	99	-0.2	11	-11	-4	2
C=CCN1C(=S)CC(c2ccccc2)=Nc2ccccc21	1	2.3	63*	0	92	-0.1	8	-4	0	-5
C(=N\N1CCN(c2ccccc2)CC1)/c1ccccc1	-5	-0.2	0	1	98	0.0	7	-5	-1	8
Cc1ccc(-c2noc(CCC(=O)NC3CCCC3)n2)cc1	0	1.2	-4	-3	105	0.0	3	-9	1	-2
CN(CCNC(=O)CN1C(=O)CSc2ccc(S(=O)(=O)N3CCCC3)cc21)Cc1ccccc1	1	-2.6	-4	0	94	0.6	2	-2	-1	-2
O=C(CCN1C(=O)/C(=C/c2ccc(F)cc2)SC1=S)NC1C=CS(=O)(=O)C1 (stereo not drawn)	-14	5.9	-3	-7	95	0.3	7	1	3	2
COc1cc2ccccc2cc1C(=O)Nc1cc(C)ccn1	12	-3.2	-3	9	96	-0.2	-3	-5	-1	4
C#CCSc1nnnn1-c1ccc(OCC)cc1	-2	0.6	-6	0	94	-0.1	9	5	-3	-1
CC1(C)CC(=O)N(c2ccc(Cl)cc2Cl)C(=O)C1	-3	-1.8	-19	-5	99	0.3	18	-6	-2	2
Fc1ccccc1CSc1nncn1NC/C=C/c1ccccc1	-9	-3.2	-5	4	103	0.3	7	-8	-1	-8
Oc1ccccc1-c1cc(C(F)(F)C(F)F)nc(-c2ccccc2)n1	-4	-0.7	-9	3	100	-0.2	4	-2	-3	0
CC(=O)NCC(=O)OCC(=O)N1c2ccccc2Sc2ccccc21	-3	-1.4	-7	-3	99	0.1	13	-2	0	1
CCc1ccccc1NC(=O)N1CCc2ccccc21	5	-0.5	-4	-2	107	0.0	12	-11	2	17*
CCOC(=O)c1cc2c(=O)n3ccccc3nc2n(CC(C)C)c1=NC(=O)c1ccco1	6	-1.4	6	-1	95	0.8	9	33	0	7
CCCCSc1nc2sc3c(c2c(=O)n1-c1ccccc1)CCN(C)C3	-1	-0.1	-23	-19	102	0.2	9	-12	0	1
CCCCCC(=O)Nc1ccc(C(=O)COC(=O)c2ccccn2)cc1	-1	1.5	-5	1	96	0.2	0	15	2	-2
Cc1cc(C)c(S(=O)(=O)ON2C(=O)c3ccccc3C2=O)cc1C	-9	-1.9	-4	2	99	-0.3	14	4	16	2
CC(C)(Oc1ccc(Cl)cc1)C(=O)NC1CCSC1=O (stereo not drawn)	2	-3.0	-5	-1	101	0.1	3	-6	1	2
COc1cccc(C(=O)NN2CCOCC2)c1	-4	3.3	-6	5	103	-0.1	-1	-7	-1	3
CNC(=O)c1ccc(NC(=O)Cc2ccc(S(=O)(=O)N3CCOCC3)s2)cc1	2	-5.2	-6	2	96	-0.1	4	0	0	-1
CCCSc1nc(-n2ncc(C#N)c2N)c2c3c(sc2n1)CCC(C)C3 (stereo not drawn)	-6	0.9	-7	-3	100	2.8	4	.	-2	5
COc1cc(CCN=Cc2cc(Cl)cc(Cl)c2O)c([N+](=O)[O-])cc1OC	3	.	-14	.	100	0.0	.	6	2	5
